High-throughput results: PubChem, National Center for Advancing Translational Sciences (NCATS)
B2AR arrestin – recruits beta-arrestin to the human beta2-adrenergic receptor; beta-arrestin recruitment to beta2AR, cell-based reporter; Potency, µM (doses to about 46.1 µM), for inactives: top-dose activation, hits mostly activators; actives 0.02% (n = 330,000); P07550;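 also: potency is read from the fitted curve at half-maximal effect; 0% = DMSO controls and full agonism = EC100 isoproterenol or metaproterenol; nearly all actives have a fitted effect of over 65% in size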
Target sequence (P07550 whole entry, looked up): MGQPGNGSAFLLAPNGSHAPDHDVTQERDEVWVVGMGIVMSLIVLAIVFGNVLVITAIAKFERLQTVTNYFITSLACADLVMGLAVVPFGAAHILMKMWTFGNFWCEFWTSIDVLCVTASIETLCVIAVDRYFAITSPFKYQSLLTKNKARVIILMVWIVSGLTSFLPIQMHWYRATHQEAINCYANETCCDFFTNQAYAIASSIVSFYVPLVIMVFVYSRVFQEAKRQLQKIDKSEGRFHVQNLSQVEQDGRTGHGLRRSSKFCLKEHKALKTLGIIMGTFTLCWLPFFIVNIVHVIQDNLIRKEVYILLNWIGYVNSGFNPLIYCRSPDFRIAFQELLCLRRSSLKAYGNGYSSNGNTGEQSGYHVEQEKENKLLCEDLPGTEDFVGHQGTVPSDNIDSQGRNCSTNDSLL
GALK inhibitor – inhibitors of human galactokinase; Purified GALK, Kinase-Glo residual ATP luminescence; actives 0.007% (n = 270,000); Potency, µM (highest dose often 57.5 µM), inactives show at the highest dose activity change, negative = inhibition, usual class: inhibitors; AID 1868; P51570; also: potency is read from the fitted curve at half-maximal effect; % is scaled to controls: 0 for no effect and ±100 for the full control effect
Target sequence (P51570 whole entry, looked up): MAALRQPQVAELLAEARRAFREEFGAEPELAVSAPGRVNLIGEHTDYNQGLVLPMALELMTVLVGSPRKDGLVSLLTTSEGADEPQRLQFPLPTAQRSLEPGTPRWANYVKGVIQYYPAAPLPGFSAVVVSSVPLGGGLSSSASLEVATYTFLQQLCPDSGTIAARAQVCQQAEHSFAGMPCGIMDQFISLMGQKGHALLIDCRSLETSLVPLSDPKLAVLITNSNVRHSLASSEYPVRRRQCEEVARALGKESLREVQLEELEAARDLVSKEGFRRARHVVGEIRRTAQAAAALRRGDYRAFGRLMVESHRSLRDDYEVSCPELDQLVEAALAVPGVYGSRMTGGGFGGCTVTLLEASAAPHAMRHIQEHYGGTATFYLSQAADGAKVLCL
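ATP-depletion format; final 35 uM ATP, 100 uM D-galactose, 5 nM enzyme; pH 8.0 HEPES/Mg2+ buffer; 60 min RT; luminescence read 10 min after detection reagent.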
Menin-MLL TR inh – inhibitors of human menin-MLL interaction, mutant MLL peptide | O00255 | Menin + Texas Red MLL mutant peptide, fluorescence polarization | Potency, µM (highest dose often 61.6 µM), for inactives: at the highest dose FP activity change, negative = inhibition, actives largely listed as inhibitors | actives 0.23% (n = 270,000) | AID 1768; active = well fitted inhibition curve with a large enough effect in the polarisation, with a control signal flat, not every such curve was filed as active; inconclusive = small, poorly fitted or top-dose-only effect, or effect the other way, or a change in a side signal; inactive = no such curve, though single readings can be large or run the other way; the % refers to the polarisation; also: potency is read from the fitted curve at half-maximal effect; % of control where 0% means no effect; many of its hits are not listed in these tables
PKM2 act – increases activity of human pyruvate kinase M2 | purified PKM2, Kinase-Glo ATP luminescence, activation; response scale: 0% is enzyme alone, no compound | Potency, µM (titrated, usually from 57.5 µM), without a hit: at the highest dose activation, actives largely listed as activators | P14618 | actives 0.34% (n = 260,000) | AID 1631; also: potency is read from the fitted curve at half-maximal effect; % is scaled to controls: 0 for no effect and ±100 for the full control effect; nearly all actives have a fitted effect of over 55% in size
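Kinase-Glo luminescence reports ATP generated from ADP (0.1 mM) and PEP (0.5 mM) by purified hPK-M2 after 1 h at room temperature, pH 7.2 imidazole buffer; intermediate enzyme activity allows detecting inhibitors and activators.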
Giardia killer – Giardia lamblia killing; actives 0.15% (n = 340,000); activity change, % at 7.66 µM, hits read low; Giardia lamblia trophozoite viability; in the data active = activity change below about -80%; inconclusive = between about -30% and that limit;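 also: parasites exposed to compound for two days anaerobically before the ATP read; % is scaled to controls: 0 for no effect and ±100 for the full control effect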
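Each well holds 100 Giardia trophozoites and compound. After two days (48 hrs) at 37 deg C in anaerobic conditions, ATP is quantified by luminescence.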
KCNH2 WT inh – inhibitors of human wildtype KCNH2 potassium channel; Q12809; U2OS, BacMam KCNH2, thallium flux FluxOr; stronger effect = lower value; activity change, % at 1.84 µM; actives 0.37% (n = 340,000); AID 720551;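 active = maximum activity change below -70%; inconclusive = maximum activity change between -70% and -50%; inactive = maximum activity change above -50%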; also: % is scaled to controls: 0 for no effect and ±100 for the full control effect
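U2OS cells were transduced with wild-type KCNH2 virus (2.03 x 10^8 / mL) for 4 h at room temperature, then cultured overnight at 37 C. Thallium flux was read with FluxOr dye. Rate constants were normalized to DMSO controls.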
KCNH2 3.1 inh – inhibitors of human KCNH2 3.1 potassium channel isoform | U2OS KCNH2 3.1, thallium flux FluxOr; stronger effect = lower value | activity change, % (tested at about 1.8 µM) | actives 0.95% (n = 340,000) | AID 720553;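 active = maximum activity change below -70%; inconclusive = maximum activity change from -70% to -50%; inactive = maximum activity change above -50%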;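 also: thallium influx rate constant from kinetic fluorescence after stimulation buffer; % is scaled to controls: 0 for no effect and ±100 for the full control effect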
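Channel expression came from 3.1 mutant virus (1.77 x 10^8 /mL) applied to suspended U2OS cells for 4 h. Flux was tracked with FluxOr dye plus Red40 quencher, and kinetic rate constants normalized to controls.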
TRPV1 ag – human TRPV1 agonism | Q8NER1 | TRPV1-expressing cells, Fluo-8 calcium influx, agonist mode | activation, % at 8.33 µM | actives 0.19% (n = 320,000); in the data active = activation above about 80%; inconclusive = between about 30% and that limit; also: 0% is about no effect
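TRPV1-expressing cells were cultured overnight at 35.5C and loaded with Fluo-8 calcium dye for 40 to 90 min at room temperature. After a 10 s baseline, compound was added and calcium influx was read kinetically for 3 min (ex 480/em 520 nm).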
USP2a inh – blocks human ubiquitin-specific protease USP2a. USP2 core, Ub-CHOP2 coupled fluorogenic reporter, 485/531. Potency, µM (highest dose often 38.3 µM), for inactives: top-dose activity change, negative = inhibition, most hits filed as inhibitors. actives 0.01% (n = 330,000);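 also: potency is read from the fitted curve at half-maximal effect; plate controls were DMSO wells for no effect and full inhibition by NEM control for full effect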
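Deubiquitinase activity read as fluorescence (485/531 nm) after Ub-CHOP2 cleavage activates the enterokinase reporter on its substrate; USP2 core 10nM, Ub-CHOP2 and substrate 25nM each, 30min compound preincubation then 60min RT; data normalized to NEM, curves fitted.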
CXXC DNA block – MLL CXXC-DNA interaction inhibition; AID 2662; MLL-CXXC / FITC-HOXA9 DNA fluorescence polarization; actives 0.037% (n = 290,000); Potency, µM (top dose mostly 115 µM), without a hit: top-dose activity change, negative = inhibition, usual class: inhibitors; active = well fitted inhibition curve with a large enough effect in the polarisation, with a control signal flat, not every such curve was filed as active; inconclusive = small, poorly fitted or top-dose-only effect, or effect the other way, or a change in a side signal; inactive = no such curve, though single readings can be large or run the other way; the % refers to the polarisation; also: potency is read from the fitted curve at half-maximal effect
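Fluorescence polarization: 7 uM MLL-CXXC (stock) preincubated 5 min with compounds, then 50 nM fluorescein-HOX-A9 DNA (stock) added; 30 min ambient. Buffer 50 mM Tris-HCl pH 7.5, 50 mM NaCl, 1 mM DTT, 0.05% BSA.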
FBPA coupling cs – counter-screen for Giardia aldolase inhibitors: coupling enzyme system; coupling enzyme system counterscreen, AmpLite Red fluorescence; activity change, negative = inhibition, % at 58.2 µM, hits read low; actives 0.67% (n = 290,000); AID 2472; in the data active = activity change below about -30%; also: % is scaled to controls: 0 for no effect and ±100 for the full control effect
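Fluorescence at 525 nm excitation and 598 nm emission measured inhibition of the coupled detection system without aldolase. Compounds (at 57.5 uM final) were preincubated 10 min at room temperature with coupling enzyme reagent before a 20 min substrate/AmpLite Red step.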
The depositor's hits bear a star; ? = inconclusive; . = no result given; & = joins results of further samples; [ ] = another dose, or the depositor's remark. Unless noted, calls follow the shape of the dose curve; as a rule, active = well fitted curve in the direction sought with a large enough effect; inconclusive = small, poorly fitted or top-dose-only effect, or another doubt; inactive = no such curve, though single readings can be large; an effect the other way counts as inactive or inconclusive.

SMILES	B2AR arrestin	GALK inhibitor	Menin-MLL TR inh	PKM2 act	Giardia killer	KCNH2 WT inh	KCNH2 3.1 inh	TRPV1 ag	USP2a inh	CXXC DNA block	FBPA coupling cs
Cn1c(=O)c2c(nc(NCCNC(=O)c3ccco3)n2Cc2ccccc2)n(C)c1=O	-0.2%	1%	-16%	9%	9	-7	-4	-1	1%	-1%	-2
O=C(COc1ccc(/C=N/NS(=O)(=O)c2ccccc2)cc1)NCCc1ccccc1	0.3%	1%	30%	1%	-14	7	20	4	1%	-2%	4
COc1ccc(C(=O)NCc2ccco2)cc1S(=O)(=O)NC1CC1	0.4%	.	.	.	11	3	18	-1	2%	.	.
CCC(=O)NNc1nc2c(F)cccc2s1	-0.1%	0%	-1%	0%	-6	.	16	-1	3%	20%	0
O=c1/c(=C\c2ccc(O)cc2)sc2nc(-c3ccccc3)c(-c3ccccc3)n12	-0.8%	-3%	.	7%	1	3	9	1	0%	31%[activator]	-1
CCCCCn1c(N)c(C#N)c2nc3ccccc3nc21	-0.4%	0%	2%	-2%	-12	4	-5	7	0%	2%	-3
Cc1cc2ncn(C3CC(=O)N(Cc4ccc(N5CCCC5=O)cc4)C3=O)c2cc1C (stereo not given)	2.1%	0%	11%	5%	?	-11	8	1	-1%	7%	2
O=C1CCCCC1C(=O)c1ccccc1 (stereo not given)	-0.5%	4%	.	-4%	-15	-1	-22	1	1%	1%	2
O=C(NCc1ccccc1)C1(C(F)(F)F)C/C(=C/CCO)CCCO1 (stereo not given)	.	.	-3%	.	-1&-3	-1	10	.	.	.	2
COC(=O)c1sc(NC(=O)c2oc3ccccc3c2C)nc1C	-0.2%	0%	-3%	0%	35[activator]	5	-8	4	0%	9%	0
O=C(O)Cn1nc(C(F)(F)F)c2c1CCCCC2	-0.5%	3%	1%	1%	-6	18	-1	-2	0%	-11%	10
O=C(CC(=O)c1ccccc1)Nc1ccccn1	0.3%	-1%	11%	0%	4	-1	-22	-3	3%	-4%	6
O=C(CN1CCN(c2ccccc2O)CC1)Nc1ccccc1C(=O)NCCc1ccccc1	0.0%	.	.	.	-7	-17	31	16	-2%	.	.
CC(C(=O)NCc1ccc2c(c1)OCO2)N1c2cccc3cccc(c23)S1(=O)=O (stereo not given)	-0.4%	3%	-10%	-3%	2	3	-25	0	2%	2%	-2
COc1cccc(-c2nc(CS(=O)(=O)CC(=O)NCCCOC(C)C)c(C)o2)c1	0.2%	1%	?	16%	2	2	1	-4	-6%	-1%	.
Cc1cc(C)n(CCCNCC(O)c2ccccc2)n1 (stereo not given)	-0.1%	-1%	25%	-3%	-8&3	-4&0	-2&10	-2	3%	5%	0
O=C(NC(=S)N1CCCCC1)c1cccs1	-0.4%	0%	12%	-11%	-1	-2	12	-3	0%	1%	0
COC(=O)c1ccc(N2CCOCC2)c(NC(=O)Nc2cccc(OC)c2)c1	0.4%	-2%	2%	2%	-8	53	-6	2	1%	11%	0
CCOC(CNC(=O)c1ccc(CNC(=O)c2ccc(OC)c(OC)c2)cc1)OCC	3.4%	-1%	-17%	-5%	-3	0	4	1	1%	1%	2
COc1nc(C)nc(NC(=O)NS(=O)(=O)c2ccc(C)cc2)n1	-0.9%	-4%	-8%	-2%	3	-12	-12	-1	-2%	-1%	0
CC(C)CNS(=O)(=O)c1ccc(OCC(=O)NCC2CCCO2)c(Cl)c1 (stereo not given)	-0.5%	1%	-3%	27%	6	-4	-6	3	1%	2%	4
CCOC(=O)c1nnc2cc(-c3ccc(Br)cc3)nn2c1C	-0.6%	-3%	-6%	2%	-1	-2	5	3	2%	-1%	0
CCCCC(=O)Nc1ccc(NC(=O)c2ccccc2OC)cn1	-0.2%	0%	-15%	-2%	9	-1	-4	0	0%	-4%	3
CCN(CC(=O)NC1CCS(=O)(=O)C1)S(=O)(=O)c1cc([N+](=O)[O-])ccc1C (stereo not given)	-0.5%	.	.	.	1	-7	0	0	1%	.	.
Cc1ccc2[nH]c(=O)c(CN(Cc3cccnc3)C(=O)c3ccncc3)cc2c1	-0.3%	5%	-2%	-4%	-7	0	0	0	2%	-1%	1

Next section.
SMILES	B2AR arrestin	GALK inhibitor	Menin-MLL TR inh	PKM2 act	Giardia killer	KCNH2 WT inh	KCNH2 3.1 inh	TRPV1 ag	USP2a inh	CXXC DNA block	FBPA coupling cs
CC(=O)N1CCc2cc(S(=O)(=O)CCC(=O)NCc3ccc(Cl)cc3)ccc21	0.5%	1%	-2%	.	-14	-3	8	0	0%	3%	-2
CC(=O)Nc1ccccc1NC(=O)C/C(C)=N/NC(=O)C(=O)Nc1cccc(Cl)c1C	-0.2%	1%	10%	.	7	2	-5	0	-5%	-5%	3
CN1CCC(=O)N([C@H](CN=[N+]=[N-])Cc2ccccc2)CC1	0.4%	.	0%	0%	36[activator]	-2	20	1	2%	-9%	3
COC(=O)/C(=C\Nc1ccc(Cl)cc1Cl)NC(=O)c1ccc(OC)cc1	-0.2%	-2%	.	0%	7	-3	0	6	4%	-14%	-1
Cn1ccnc1SCC(=O)NC1CC1	0.0%	-3%	.	-3%	8	-5	-3	-1	0%	-2%	1
O=C(c1c[nH]c(C(=O)N2CCN(c3ccccc3F)CC2)c1)c1cccc(Cl)c1Cl	-1.4%	-3%	?	23%	-21	.	8	?	-1%	-13%	-3
Cc1cccc(CCNc2nc3ccccc3n3nnnc23)c1	-0.4%	-3%	.	-3%	0	2	3	.	3%	13%	2
NS(=O)(=O)c1ccc(CNC(=O)C23CC4CC(CC(C4)C2)C3)cc1	-0.2%	3%	5%	-1%	-13	-1	-12	-9	-10%	3%	7
O=C(CCC(=O)N1CCN(c2ccccn2)CC1)c1cccs1	-0.4%	.	.	.	31[activator]	-46	-11	.	7%	.	.
COc1ccc(CCNC(=O)/C=C/c2ccc(C)cc2)cc1OC	0.5%	1%	-26%	-15%	-6	-1	-89*	?	3%	-4%	-2
O=C(CCN1C(=O)C2C3C=CC(C3)C2C1=O)NCC1CCCO1 (stereo not given)	0.2%	0%	4%	-6%	-4	0	10	-2	0%	7%	3
Cc1[nH]c2c(C(=O)N3CCCC(CCC(=O)NCc4ccccc4F)C3)cccc2c1C (stereo not given)	-0.8%	4%	-15%	-3%	-3	-4	14	12	1%	3%	1
C/C=C/c1ccc(OCCCCNCc2ccco2)c(OC)c1	0.1%	-3%	?	0%	7	8	-4	14	2%	6%	0
Nc1nonc1/C(=N/O)N1CCCC1	-0.7%	0%	28%	-8%	4	-6	-1	-2	4%	-8%	1
CCC(=O)Oc1ccc2c(C)c(Cl)c(=O)oc2c1	0.0%	17%	3%	1%	-2	-9	-7	-2	-1%	70%[activator]	0

Shown with values under each structure: 6 of the compounds above.
Below each compound: B2AR arrestin	GALK inhibitor	Menin-MLL TR inh	PKM2 act	Giardia killer	KCNH2 WT inh	KCNH2 3.1 inh	TRPV1 ag	USP2a inh	CXXC DNA block	FBPA coupling cs
> Cc1cccc(CCNc2nc3ccccc3n3nnnc23)c1
→ -0.4%	-3%	.	-3%	0	2	3	.	3%	13%	2
> Cc1[nH]c2c(C(=O)N3CCCC(CCC(=O)NCc4ccccc4F)C3)cccc2c1C (stereo not given)
→ -0.8%	4%	-15%	-3%	-3	-4	14	12	1%	3%	1
> NS(=O)(=O)c1ccc(CNC(=O)C23CC4CC(CC(C4)C2)C3)cc1
→ -0.2%	3%	5%	-1%	-13	-1	-12	-9	-10%	3%	7
> Cn1ccnc1SCC(=O)NC1CC1
→ 0.0%	-3%	.	-3%	8	-5	-3	-1	0%	-2%	1
> O=C(CCC(=O)N1CCN(c2ccccn2)CC1)c1cccs1
→ -0.4%	.	.	.	31[activator]	-46	-11	.	7%	.	.
> CC(=O)Nc1ccccc1NC(=O)C/C(C)=N/NC(=O)C(=O)Nc1cccc(Cl)c1C
→ -0.2%	1%	10%	.	7	2	-5	0	-5%	-5%	3

An excerpt; count on the stated rates, not on these rows.
